SKN-1 block – suppressors of acrylamide-induced Pgst-4::GFP reporter in worms, primary screen, SKN-1 inhibitor project, whole organism, uHTS, GFP/RFP fluorescence ratio, strain VP596; 0.49% of 360,000 active; AID 624304, 2012; C. elegans VP596 Pgst-4::GFP/RFP ratio, 24 h; inhibition, % at 21.8 µM;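 active means interference check ratio from 0.5 to 1.5 plus GFP to RFP signal ratio inhibition reaching or exceeding a fixed threshold, cut at about 30% in these data, passing the limit was not always enough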; further: some compounds called inactive have numbers as strong as hits
MsrA act – bovine MsrA enzyme activators, primary screen, biochemical, absorbance, HTS; activation, % at 10.6 µM; purified bovine MsrA, absorbance read-out; AID 602163, 2012; Methionine sulfoxide reductase A (Bos taurus); 0.3% of 360,000 active; in the data active means activation above about 7.5%;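 further: 0% = vehicle and 100% = reference activator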
PABP1 MLLE inh – inhibitors of PABP1 MLLE–PAM2 peptide binding, primary screen, biochemical, fluorescence polarization, FITC-PAM2, GST-MLLE | Polyadenylate-binding protein 1 (Homo sapiens), P11940 | inhibition, % at 20 µM | 0.36% of 360,000 active; in the data active means inhibition above about 35%, passing the limit was not always enough;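 further: plate controls were DMSO wells with GST-MLLE for no effect and wells lacking GST-MLLE protein for full effect; some results filed as inactive read as strong as hits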
FAS TE block – FAS thioesterase domain inhibitors, primary screen, biochemical, fluorescence intensity, uHTS. inhibition, % at 15 µM. AID 602261, 2012. recombinant FAS-TE, OMFH fluorogenic substrate, fluorescence endpoint. Fatty acid synthase (Homo sapiens), P49327. 0.67% of 360,000 active;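 active means compounds whose normalised, plate-corrected inhibition of enzyme fluorescence in the single-dose primary screen is 50% or more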;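 further: 0% = DMSO with enzyme and 100% = substrate without enzyme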
NRP1-CendR mod – modulators of CendR peptide binding to NRP-1, primary screen, biochemical, fluorescence polarization, uHTS; Neuropilin-1 (Homo sapiens), O14786; FAM-RPARPAR peptide binding to NRP-1; inhibition, % at 25 µM; 0.85% of 360,000 active; AID 602438, 2012;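 active means inhibition or corrected inhibition above about 18%, plus a signal ratio from 0.5 to 1.5, limit read from the data, passing the limit was not always enough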; further: strong numbers were not always called active
E coli Lon inh – inhibitors of E. coli Lon protease, primary screen, biochemical, fluorescence polarization; purified E. coli Lon protease; inhibition, % at 7.94 µM; P0A9M0; 0.42% of 360,000 active; AID 602123, 2011; in the data active means inhibition above about 13%, passing the limit was not always enough;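 further: 0% = enzyme with probe and DMSO and 100% = no enzyme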
Target sequence (P0A9M0 whole entry, looked up): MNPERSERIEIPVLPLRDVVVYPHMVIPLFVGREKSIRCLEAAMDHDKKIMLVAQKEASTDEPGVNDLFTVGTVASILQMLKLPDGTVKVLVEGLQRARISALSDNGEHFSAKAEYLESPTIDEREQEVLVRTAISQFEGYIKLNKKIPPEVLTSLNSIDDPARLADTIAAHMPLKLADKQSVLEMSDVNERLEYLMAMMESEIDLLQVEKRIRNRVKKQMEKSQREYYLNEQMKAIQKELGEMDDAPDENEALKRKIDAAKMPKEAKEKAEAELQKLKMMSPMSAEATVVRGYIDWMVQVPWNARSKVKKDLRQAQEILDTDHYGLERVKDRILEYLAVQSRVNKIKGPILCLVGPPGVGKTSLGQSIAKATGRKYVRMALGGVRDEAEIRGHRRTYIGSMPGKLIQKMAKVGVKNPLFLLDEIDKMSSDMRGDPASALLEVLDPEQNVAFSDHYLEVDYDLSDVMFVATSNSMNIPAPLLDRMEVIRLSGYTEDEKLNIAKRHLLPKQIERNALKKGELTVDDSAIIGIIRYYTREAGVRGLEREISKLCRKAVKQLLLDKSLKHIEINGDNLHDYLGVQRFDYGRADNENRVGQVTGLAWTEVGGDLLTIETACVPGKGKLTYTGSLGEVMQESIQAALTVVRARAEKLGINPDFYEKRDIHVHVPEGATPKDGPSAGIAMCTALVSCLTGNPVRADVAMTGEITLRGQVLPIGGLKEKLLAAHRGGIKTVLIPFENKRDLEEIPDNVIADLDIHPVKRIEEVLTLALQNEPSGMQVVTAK
Tb MetRS inh – T. brucei MetRS inhibitors, primary screen, biochemical, luminescence | methionyl-tRNA synthetase (Trypanosoma brucei brucei) | purified T. brucei MetRS, ATP depletion, Kinase-Glo luminescence | inhibition, % at 11.9 µM | 0.4% of 360,000 active;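 active means inhibition above a per-plate cutoff of the control wells' mean inhibition plus 3 SD, cut at about 5.5% in these data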;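 further: 0% = DMSO wells median and 100% = median of wells with control inhibitor compound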
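Test system – parasite MetRS enzyme · Reagent – substrates ATP, L-methionine and bulk Escherichia coli tRNA · Doses – 11.9 µM compound single dose, 0.9% DMSO · Times – 15 min enzyme-compound preincubation, 2 h reaction, 10 min detection, 25 °C · Signal – Kinase-Glo luminescence, ATP depletion format · Controls – DMSO-only wells as low control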
MsrA inh – bovine MsrA enzyme inhibitors, primary screen, biochemical, absorbance, HTS; Methionine sulfoxide reductase A (Bos taurus); purified bovine MsrA, absorbance read-out; inhibition, % at 15.5 µM; 0.75% of 360,000 active; in the data active means inhibition above about 4.5%;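 further: 0% = vehicle wells with enzyme and 100% = reference inhibitor wells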
MT1-MMP act inh – blockers of MT1-MMP proenzyme processing, primary screen, HT1080 RFP-PRO-GFP cells, GFP/RFP fluorescence. GFP/RFP ratio change, % at 20 µM. Matrix metalloproteinase-14 (Homo sapiens), P50281. GFP/RFP ratio fluorescence, overnight; percent of plate control window, DMSO zero. 0.061% of 360,000 active. AID 651647, 2012;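 active means GFP/RFP ratio change of at least 30% with cell ATP level not reduced by more than half and red fluorescence within 50% of control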; further: strong numbers were not always called active
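Assay system: HT1080 cells carrying an RFP-PRO-GFP reporter | Dosing: Single dose of 20 µM compound, 1% DMSO final | Incubation: Cells overnight before dosing, compound overnight, 37 °C, 5% CO2 | Evaluation: GFP/RFP fluorescence ratio | Control set: DMSO and RFP-L50D-GFP cell wells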
An asterisk follows results filed as active; · = not tested or not shown.

SMILES | SKN-1 block | MsrA act | PABP1 MLLE inh | FAS TE block | NRP1-CendR mod | E coli Lon inh | Tb MetRS inh | MsrA inh | MT1-MMP act inh
N#CCSc1nc2ccccc2c(=O)n1CCCC(=O)NCc1ccco1 | -12 | -11 | -6 | 0 | 3 | 11 | -1.3 | 0.3 | 6
CCOC(=O)c1ccc(S(=O)(=O)N2CCC(C(=O)Nc3nnc(C)o3)CC2)cc1 | 6 | -3 | 4 | -6 | 6 | -1 | 0.0 | -1.8 | -4
Cc1ccc(S(=O)(=O)Nc2ccc(OCC(=O)N3CCOCC3)cc2)c(C)c1NS(C)(=O)=O | 12 | -1 | -6 | -5 | -5 | -2 | 0.7 | 0.4 | -1
N#CC1=C(N)OC2=C(C(=O)CCC2)C1c1ccccc1 (stereo not drawn) | -26 | -13 | 5 | -5 | 6 | -5 | -1.5 | -0.7 | 5
CCOc1cc(/C=C2\SC(N)=NC2=O)ccc1O | -2 | -5 | -135 | -6 | -37 | -52 | -0.5 | 2.6 | -1
CSc1ccc(/C=C/C(=O)OCC(=O)NC2CCCC2)cc1 | 24 | -2 | 9 | 2 | 3 | -3 | 0.2 | 1.3 | 6
CCOC(=O)C(CCCOc1ccc(C(C)CC)cc1)C(=O)OCC (stereo not drawn) | 9 | 1 | -12 | 24 | -5 | -15 | -0.5 | -0.6 | 0
CCc1noc(C)c1C(=O)OCC(=O)N(C)c1c(N)n(Cc2ccccc2)c(=O)[nH]c1=O | 12 | -3 | -25 | -8 | 4 | -10 | -0.1 | 1.1 | 5
COc1ccc(C2CC(=O)Oc3ccc(C(C)(C)C)cc32)cc1 (stereo not drawn) | -11 | -5 | 11 | 27 | 23 | 9 | -0.4 | 1.1 | -2
Cc1[nH]c2ccccc2c1C(=O)C(=O)N(C)C1CCCCC1 | 10 | -7 | 2 | -3 | 14 | 9 | 0.0 | 0.6 | 4
CCCC1Oc2ccccc2C(=O)N(CC(=O)c2ccc3c(c2)OCCO3)C1=O (stereo not drawn) | 6 | 3 | 3 | 29 | 6 | 0 | -0.4 | -0.3 | 3
O=C(NCC(=O)N(c1ccccc1)C(C(=O)NC1CCCC1)c1cccnc1)c1cccs1 (stereo not drawn) | 11 | -7 | -13 | -10 | 5 | -6 | -1.1 | -0.2 | 1
COc1ccc(NC(=O)C(OC(=O)c2cnc(C)cn2)c2ccccc2)cc1Cl (stereo not drawn) | 2 | -4 | -4 | 3 | -1 | -9 | 0.0 | 1.5 | 2
O=C(COC(=O)/C=C/c1ccccc1Cl)NC1CCCC1 | 5 | -1 | 2 | -5 | 7 | -11 | -0.2 | -1.2 | -1
CCn1c(SCC(=O)Nc2cc(S(=O)(=O)N3CCOCC3)ccc2OC)nnc1-c1ccncc1 | 0 | -2 | -10 | -3 | -3 | -11 | -0.1 | 0.4 | 3
COc1cc2ccccc2cc1C(=O)N1CC(C)OC(C)C1 (stereo not drawn) | 13 | -3 | 4 | -5 | 12 | 0 | -0.4 | 0.4 | 9
COc1ccc(CCNC(=O)CNS(=O)(=O)c2ccc(Br)s2)cc1OC | 9 | -3 | -5 | -9 | 1 | 0 | -0.4 | -0.5 | -3
CC(=O)Nc1ccc(NS(=O)(=O)c2ccc(OC(C)C(=O)N3CCOCC3)cc2)cc1 (stereo not drawn) | 1 | -6 | -5 | -8 | 20 | -4 | -0.5 | -0.6 | 1
Nc1[nH]c(C(=O)c2ccccc2)c(-c2cccc3ccccc23)c1C(=O)NCc1ccccc1 | -8 | -6 | · | -6 | 0 | -3 | -0.7 | 0.1 | 0
Cc1ccc2occ(/C=N/NC(=O)[C@@H](N)Cc3ccccc3)c(=O)c2c1 | -8 | -1 | 19 | 1 | -20 | 3 | -0.4 | -0.3 | -12
O=C(Cn1nnc(-c2ccccc2)n1)NCC(=O)Nc1ccc(F)c(F)c1F | 4 | -1 | -15 | -2 | 6 | -8 | -0.3 | 1.9 | 3
O=C(Nc1cccnc1)c1cc2cc(Br)ccc2o1 | -6 | -9 | 15 | 0 | -17 | -6 | -0.9 | 0.7 | 4
CCCCNC(=O)C[C@@H]1C[C@@]2(C(=O)OCC)CCC=C2N(CCC2=CCCCC2)C1=O | -7 | -8 | · | -4 | 1 | -9 | -1.3 | 0.3 | 4
CN(C(=O)COC(=O)CNC(=O)c1ccccc1Cl)c1ccccc1 | 11 | -2 | 0 | -4 | -8 | -9 | -0.4 | 0.1 | 4
Fc1ccc(OCc2nc(-c3cccs3)no2)cc1 | 39* | -5 | 11 | 15 | 3 | 2 | -1.0 | -1.0 | 3
Cc1ccc(-n2nnnc2SC(C)C(=O)Nc2ccc(Cl)cn2)cc1 (stereo not drawn) | 7 | 2 | -20 | 15 | 9 | 7 | -0.2 | -0.9 | -1
CC(C)NC(=O)CCS(=O)(=O)c1ccc(Br)s1 | 0 | -4 | 0 | -8 | 4 | -1 | -0.6 | -0.6 | 8
O=[N+]([O-])c1ccc(Sc2ccccc2Cl)nc1 | 2 | -3 | 0 | 21 | -12 | 0 | 0.0 | 2.3 | 3
O=C1OC(/C=C/c2ccccc2)=NC/1=C/C=C/c1ccccc1 | 17 | -5 | -3 | 12 | -21 | 2 | 0.3 | 4.0 | 0
CC(C)c1nnc(NC(=O)CCC(=O)NC2CCCCCC2)s1 | -3 | -2 | -10 | -5 | 4 | -4 | -0.2 | 1.7 | 4
COc1ccccc1CCc1nnc(CCC(=O)NCCCOc2cccnc2)o1 | 8 | -9 | -8 | -7 | -6 | -7 | -0.9 | 3.1 | 0
CCN(CC)c1ccc(C=Nc2ccccc2C)c(O)c1 | 0 | -4 | 1 | 3 | -1 | -6 | -1.1 | 6.5* | 10
C=C(C)CNC(=S)Nc1sc2c(c1C(=O)OCC)CC(C)(C)OC2 | 19 | -1 | 13 | 0 | -2 | -9 | -0.6 | 1.9 | -4
C=CCn1c2ccccc2c2nnc(SCC(=O)Nc3cc(C)on3)nc21 | -21 | -4 | 8 | -3 | -6 | 3 | -0.6 | 0.7 | 1
N#Cc1cnn(-c2ncnc3sc(-c4ccccc4)cc23)c1N | 5 | -14 | 7 | 6 | -15 | -8 | -1.4 | -0.1 | 2
CS(=O)(=O)c1ccccc1-c1nnc(NC(=O)c2ccco2)o1 | 3 | -1 | 2 | 0 | 0 | -8 | -0.3 | 1.2 | -2
CCSc1ccc2c(c1)N(CCCN1CCN(C)CC1)c1ccccc1S2 | -2 | 0 | 2 | 7 | -3 | 0 | -1.2 | 1.4 | -3
CC1(C)CC(=O)C(C(C2=C(O)CC(C)(C)CC2=O)c2ccc(O)c([N+](=O)[O-])c2)=C(O)C1 | -2 | -10 | 40 | -6 | 17 | 9 | -1.4 | 0.6 | 1
COc1ccccc1N1CCN(c2ccc([N+](=O)[O-])nc2)CC1 | -2 | -2 | -2 | 0 | 3 | 1 | 0.0 | 0.3 | 1
COc1cc(C2C3=C(CC(C)(C)CC3=O)Nc3c2c(=O)[nH]c(=O)n3Cc2ccccc2)ccc1O (stereo not drawn) | -10 | 7 | 0 | -8 | 7 | -22 | -0.2 | 1.8 | -1

A run of entries from the list above, as a working copy:
SMILES | SKN-1 block | MsrA act | PABP1 MLLE inh | FAS TE block | NRP1-CendR mod | E coli Lon inh | Tb MetRS inh | MsrA inh | MT1-MMP act inh
O=C(Cn1nnc(-c2ccccc2)n1)NCC(=O)Nc1ccc(F)c(F)c1F | 4 | -1 | -15 | -2 | 6 | -8 | -0.3 | 1.9 | 3
O=C(Nc1cccnc1)c1cc2cc(Br)ccc2o1 | -6 | -9 | 15 | 0 | -17 | -6 | -0.9 | 0.7 | 4
CCCCNC(=O)C[C@@H]1C[C@@]2(C(=O)OCC)CCC=C2N(CCC2=CCCCC2)C1=O | -7 | -8 | · | -4 | 1 | -9 | -1.3 | 0.3 | 4
CN(C(=O)COC(=O)CNC(=O)c1ccccc1Cl)c1ccccc1 | 11 | -2 | 0 | -4 | -8 | -9 | -0.4 | 0.1 | 4

Other structures
SMILES | SKN-1 block | MsrA act | PABP1 MLLE inh | FAS TE block | NRP1-CendR mod | E coli Lon inh | Tb MetRS inh | MsrA inh | MT1-MMP act inh
CCOC(=O)N1CCN(C(=S)NC(=O)c2cccc(OC)c2)CC1 | 11 | -11 | -10 | -5 | 1 | 3 | -0.9 | 0.3 | 2
Cc1ccc(-n2nc(C)c(/C=N/NC(=O)c3cccs3)c2Cl)cc1 | 1 | 0 | 2 | -8 | 12 | -21 | -0.3 | 1.0 | 4
COc1cc(OC)c(OC)cc1/C=C1\CC(C)C/C(=C\c2cc(OC)c(OC)cc2OC)C1=O (stereo not drawn) | 13 | -4 | -125 | 22 | -141 | -98 | 0.1 | -0.7 | -77
N#C/C(=C\c1ccc(-c2ccccc2[N+](=O)[O-])o1)C(=O)N1CCOCC1 | -10 | -5 | 7 | -5 | -7 | 2 | 0.6 | 3.8 | 5
COc1ccccc1C(CNC(=O)c1cccc(S(=O)(=O)N2c3ccccc3CC2C)c1)N(C)C (stereo not drawn) | -1 | -1 | -2 | 0 | 0 | 4 | -0.2 | 0.3 | 1
C/C(=N\NC(=O)c1ccc(CN2CCc3ccccc3C2)cc1)c1ccccc1O | 1 | -2 | -10 | 16 | 0 | -5 | -0.7 | 2.1 | -3
COC(=O)[C@]1(C)N[C@H](c2ccc(-c3ccc(Cl)c(Cl)c3)c(OC)c2)[C@@H]2C(=O)N(C)C(=O)[C@@H]21 | 12 | -3 | -2 | 18 | 8 | 1 | -0.1 | 0.0 | 8
Cc1cccc(N=NC(=S)NNc2cccc(C)c2)c1 | 14 | -2 | -138 | 0 | 17 | -5 | -0.2 | 0.2 | 2
Cc1ccn2c(C(=O)N/N=C/c3ccc(Cl)cc3)c(C)nc2c1 | 17 | -4 | -8 | -2 | 4 | -5 | 0.1 | 0.2 | 1
CC(C)NC(=O)C(=O)NNC(=O)C12CC3CC(CC(C3)C1)C2 | -5 | -5 | 4 | -6 | 6 | -1 | -1.0 | 0.2 | 2
CCOC(=O)Nc1n[nH]c(NC(=O)OCC)c1[N+](=O)[O-] | -5 | -11 | 6 | -12 | 2 | 3 | -0.9 | 3.7 | 5
Cn1c(=O)c2c(SCC(=O)NCC3CCCO3)nc(-c3ccccc3Cl)nc2n(C)c1=O (stereo not drawn) | 5 | -4 | 8 | 1 | 4 | -9 | -0.3 | 0.1 | -4
COC(=O)c1ccc(C(=O)OC)c(NC(=O)CN2CCC(C)CC2)c1 | 1 | -7 | 11 | 15 | 0 | -1 | -1.5 | 0.2 | -1
O=C(O)C12CC3CC(C1)CC(n1ncc(NCc4ccco4)c(Cl)c1=O)(C3)C2 | 6 | -3 | -5 | -8 | 3 | -1 | 0.4 | -0.2 | -2
Cn1nc(C2CC2)cc1NC(=O)CC(CC(=O)O)c1ccccc1 (stereo not drawn) | -3 | -4 | -6 | -10 | 8 | -13 | -0.3 | 1.1 | 0

Screening results from PubChem BioAssay.
